Source: PubChem BioAssay
KB-V1 cytotox – qHTS assay for MDR1-selective chemotherapeutics: Primary screen using the drug-selected MDR subline cells KB-V1. Potency, µM (highest dose often 46.1 µM), for the others: at the top dose activity change, negative = cytotoxicity, usual class: cytotoxic. 3.4% of 400,000 active. KB-V1 MDR cells viability, CellTiter-Glo, 72 h; further: potency means the concentration at half of the fitted maximal effect; on the % scale 0 is the no-effect control and ±100 the full control effect; nearly all actives have a fitted effect of over 60% in size
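Following 72 h at 37 degrees C with compound, KB-V1 cell viability was read by CellTiter-Glo luminescence, medium being phenol-red-free DMEM plus 10% FBS; concentration-response parameters came from normalized, curve-fitted qHTS data.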
WRN helicase inh – qHTS for Inhibitors of WRN Helicase. Bifunctional 3'-5' exonuclease/ATP-dependent helicase WRN (Homo sapiens), Q14191. WRN helicase unwinding, fluorescent forked duplex, kinetic. Potency, µM (highest dose often 114 µM), for the others: at the highest dose activity change, negative = inhibition, actives largely listed as inhibitors. 0.46% of 360,000 active; further: potency means the concentration at half of the fitted maximal effect; on the % scale 0 is the no-effect control and ±100 the full control effect; nearly all actives have a fitted effect of over 55% in size
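Screening of the MLSMR collection measured strand separation of a quenched forked DNA duplex (100 nM) by 20 nM WRN with 2 mM ATP, all final. Compounds were preincubated with enzyme 15 min at room temperature.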
HT1080-NT tox – qHTS for induction of synthetic lethality in tumor cells producing 2HG: qHTS for the HT-1080-NT fibrosarcoma cell line; HT-1080-NT fibrosarcoma viability, CellTiter-Glo ATP luminescence, 48 h; 1.6% of 360,000 active; Potency, µM (highest dose often 46.1 µM), without a hit: at the highest dose activity, negative = less viability, actives largely listed as cytotoxic;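 further: NT is the 2HG producing partner of a matched IDH1 knockdown line; potency means the concentration at half of the fitted maximal effect; 0% = DMSO-treated cells and -100% = media-only wells without cells; nearly all actives have a fitted effect of over 55% in size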
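A 48-hour cytotoxicity screen used HT-1080-NT cells plated 2 hours before compound delivery. ATP-based CellTiter-Glo luminescence measured viability, normalized to DMSO and no-cell controls.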
SW480 rerep – A quantitative high throughput screen for small molecules that induce DNA re-replication in SW480 colon adenocarcinoma cells; SW480 DNA re-replication, Hoechst DNA content imaging, 48 h; Potency, µM (top dose mostly 46.1 µM), for the others: at the highest dose re-replication activation, most hits filed as activators; 1.8% of 340,000 active; AID 624297, 2012; further: potency means the concentration at half of the fitted maximal effect; % of control where 0% means no effect; nearly all actives have a fitted effect of over 55% in size
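Treated cells incubate 48 hr (37 C, 5% CO2), are stained 40 min with Hoechst, and nuclear fluorescence is enumerated; a rise in nuclei with high DNA signal marks re-replication.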
KB-3-1 cytotox – qHTS assay for MDR1-selective chemotherapeutics: Primary screen using the parental adenocarcinoma cell KB-3-1; KB-3-1 viability, CellTiter-Glo ATP luminescence, 72 h; Potency, µM (highest dose often 46.1 µM), without a hit: at the top dose activity change, negative = cytotoxic, most hits filed as cytotoxic; 1.4% of 400,000 active; AID 1347075, 2019; further: potency means the concentration at half of the fitted maximal effect; on the % scale 0 is the no-effect control and ±100 the full control effect; nearly all actives have a fitted effect of over 60% in size
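Screening of KB-3-1 cells (DMEM, 10% FBS, phenol-red free) ran from lowest to highest compound concentration; after 72 h at 37 °C viability was read luminescently and curves fitted.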
HT1080 IDH1KD tx – qHTS for induction of synthetic lethality in tumor cells producing 2HG: qHTS for the HT-1080-IDH1KD cell line; HT-1080 IDH1 knockdown viability, ATP luminescence, 48 h; Potency, µM (doses to about 46.1 µM), for inactives: at the highest dose activity, negative = toxicity, hits mostly cytotoxic; 2% of 360,000 active; AID 686971, 2013;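 further: potency means the concentration at half of the fitted maximal effect; 0% = DMSO wells and -100% = cell-free medium wells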
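Using the IDH1-knockdown HT-1080 line run in the same batch and compound series as the NT line, viability after 48 h at 37 °C was determined by CellTiter-Glo luminescence and expressed as % activity.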
IL1B secr inh – qHTS for Inhibitors of Inflammasome Signaling: IL-1-beta AlphaLISA Primary Screen. THP-1 LPS/ATP IL-1B secretion, AlphaLISA, 16 h; stronger effect = lower value. activity change, % at 57.5 µM. 4.7% of 360,000 active; in the data active means activity change below about -50%; inconclusive means mostly about -30% to -49%; further: on the % scale 0 is the no-effect control and ±100 the full control effect
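Secreted IL-1B measured by AlphaLISA bead assay after 16 h compound exposure of THP-1 cells; compounds (final up to 57.5 uM) added 1 h before LPS (250 ng/mL) and ATP (1.25 mM) stimulation; lower signal means less secretion.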
MCF10A rerep – A quantitative high throughput screen for small molecules that induce DNA re-replication in MCF 10a normal breast cells; MCF 10A DNA re-replication, Hoechst nuclear intensity, 48 h; Potency, µM (series often up to 46.1 µM), for inactives: at the top dose activity, positive = re-replication, hits mostly activators; 2.9% of 350,000 active; AID 624296, 2012; further: potency means the concentration at half of the fitted maximal effect; % of control where 0% means no effect; nearly all actives have a fitted effect of over 50% in size
ATXN2 expr inh – Primary qHTS for Inhibitors of ATXN expression. HEK-293 ATXN2-luciferase reporter, luminescence, 24 h. Potency, µM (titrated, usually from 57 µM), inactives show top-dose activity change, negative = inhibition, most hits filed as inhibitors. 0.72% of 360,000 active; further: potency means the concentration at half of the fitted maximal effect; on the % scale 0 is the no-effect control and ±100 the full control effect; nearly all actives have a fitted effect of over 55% in size
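qHTS (up to 57 uM final) was run with 24 h compound exposure of reporter cells at 37 °C. Each well was multiplexed: SteadyGlo luminescence measured ATXN2-luciferase expression after a fluorogenic Gly-Phe-AFC viability readout (25 uM final).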
Active calls of the source: *; u = inconclusive; x = no result given; [ ] = dose if it differs, or a comment. Unless noted, the call rests on the fitted dose curve; in most records, active means well fitted curve in the direction sought with a large enough effect; inconclusive means small, poorly fitted or top-dose-only effect, or another doubt; inactive means no such curve, though single readings can be large; an effect the other way counts as inactive or inconclusive.

The first 4 records, ahead of the listing:
SMILES	KB-V1 cytotox	WRN helicase inh	HT1080-NT tox	SW480 rerep	KB-3-1 cytotox	HT1080 IDH1KD tx	IL1B secr inh	MCF10A rerep	ATXN2 expr inh
CCN(C(=O)CSc1nc2ccccc2c(=O)n1-c1cccc(C)c1)C1CCS(=O)(=O)C1 (centres undefined)	-15.5%	9.2%	4.9%	-11.8%	u	11.1%	-23.3	6.8%	-5.7%
O=C(c1ccc(S(=O)(=O)N2CCCC2)cc1)N(c1ccccc1)C1C=CS(=O)(=O)C1 (centres undefined)	x	-8.5%	9.8%	-6.7%	x	14.3%	-7.9	0.9%	-4.4%
O=C(NCCN1CCN(Cc2ccccc2)CC1)C1c2ccccc2C(=O)N2CCc3ccccc3C12 (centres undefined)	-3.7%	1.2%	-12.4%	-9.8%	-5.4%	0.5%	-7.9	-2.7%	-20.7%
CC(=O)N(C)N1c2ccccc2CCc2ccccc21	4.0%	-3.9%	-9.4%	-7.0%	7.8%	1.7%	26.6	20.3%	-6.3%

The listing (from the top)
SMILES	KB-V1 cytotox	WRN helicase inh	HT1080-NT tox	SW480 rerep	KB-3-1 cytotox	HT1080 IDH1KD tx	IL1B secr inh	MCF10A rerep	ATXN2 expr inh
CCN(C(=O)CSc1nc2ccccc2c(=O)n1-c1cccc(C)c1)C1CCS(=O)(=O)C1 (centres undefined)	-15.5%	9.2%	4.9%	-11.8%	u	11.1%	-23.3	6.8%	-5.7%
O=C(c1ccc(S(=O)(=O)N2CCCC2)cc1)N(c1ccccc1)C1C=CS(=O)(=O)C1 (centres undefined)	x	-8.5%	9.8%	-6.7%	x	14.3%	-7.9	0.9%	-4.4%
O=C(NCCN1CCN(Cc2ccccc2)CC1)C1c2ccccc2C(=O)N2CCc3ccccc3C12 (centres undefined)	-3.7%	1.2%	-12.4%	-9.8%	-5.4%	0.5%	-7.9	-2.7%	-20.7%
CC(=O)N(C)N1c2ccccc2CCc2ccccc21	4.0%	-3.9%	-9.4%	-7.0%	7.8%	1.7%	26.6	20.3%	-6.3%
O=C(NCCCN1CCOCC1)C1COc2ccccc2O1 (centres undefined)	u	-14.8%	-7.1%	19.2%	0.0%	-8.7%	-2.6	426.4%[0.0737 µM]	5.8%
CCCCOc1ccc(N2C(=O)CC(N(O)c3ccccc3)C2=O)cc1 (centres undefined)	-2.4%	5.5%	0.0%	-2.1%	5.0%	-1.3%	2.3	14.2%	-26.9%
O=C(CC1C(=O)NCCN1Cc1ccc(-c2ccccc2)cc1)NCc1ccccc1 (centres undefined)	-19.1%	-7.6%	-16.4%	-1.6%	-16.0%	-22.5%	-56.9*	-10.3%	u
COc1ccc(CCNc2nc(-c3sc(C)nc3C)cs2)cc1OC	0.0%	-2.4%	-6.2%	19.5%	u	-25.4%	-55.5*	u	u
NC(=O)C1CCN(C(=O)c2ccc(NS(=O)(=O)c3ccc(F)c(F)c3)cc2)CC1	0.0%	1.3%	-5.0%	-10.0%	-0.1%	4.3%	6.3	-4.3%	1.5%
Cc1cc(C)c(OCC(=O)Nc2nnc(C3CC3)s2)c(C)c1	0.0%	4.2%	-3.0%	1.3%	1.4%	-8.6%	0.9	-0.5%	-3.9%
Cn1c(=O)n(CCOc2ccccc2Cl)c2ccccc21	-22.9%	-16.4%	-11.1%	0.5%	-15.5%	-19.5%	0.0	12.1%	85.2%[activator]
COc1cccc(CCNC(=O)COc2cccc3c2OC(C)(C)C3)c1	-47.0%	-9.0%	7.3%	-19.4%	1.4%	5.6%	-5.2	4.8%	2.9%
Fc1ccc(-n2nnc(-c3ccccc3Cl)n2)cc1	0.6%	8.9%	6.4%	-6.7%	-3.6%	10.9%	34.7	-0.4%	2.2%
CCOC(=O)[C@]12CCCC=C1N(Cc1ccccc1)C(=O)[C@H](CC(=O)NCCc1ccccc1OC)C2	u	-0.3%	-27.6%	x	5.8%	-29.8%	-21.6	x	x
O=C(Nc1ccc2c(c1)CCC2)c1ccc(Br)o1	-2.4%	7.2%	-2.2%	-1.3%[9.22 µM]	0.0%	u	-2.9	20.6µM*	33.3%
COc1ccc(/C=N\NC(=O)COc2ccc(Cl)cc2Cl)c(C(=O)O)c1OC	0.0%	-5.4%	8.7%	-1.4%	-5.4%	2.0%	12.8	-0.7%	4.3%
CCC(C)C(=O)Nc1cc(C(=O)OC)cc(C(=O)OC)c1 (centres undefined)	0.6%	-7.5%	12.7%	0.7%	4.4%	11.3%	5.0	1.6%	4.0%
CCOC(=O)c1ccc(NC(=O)/C=C/c2cccs2)cc1	24.0%	-10.8%	-1.6%	u	3.8%	u	u	u	-4.8%
NS(=O)(=O)c1ccc(NC(=O)c2cccc(N3C(=O)c4ccccc4C3=O)c2)cc1	17.4%	-10.6%[11.6 µM]	14.5%	-6.7%	22.4%	10.3%	44.1	-6.2%	3.3%
COc1cccc(CN2C(=O)C(C)N(C(=O)c3c(F)cccc3F)c3ccccc32)c1 (centres undefined)	-29.9%	2.9%	u	3.2%	u	-26.2%	-14.0	u	x
COc1cc2c(c(O)c1OC)C(=O)C(OC)CCC2 (centres undefined)	6.2%	3.7%	0.6%	-9.7%	1.0%	4.8%	-2.8	-2.8%	11.0%
Cc1cc(C(=O)Nc2ccc(C)c(S(=O)(=O)N3CCOCC3)c2)c2ccccc2n1	-10.3%	6.6%	-15.5%	-3.4%	6.8%	-2.0%	11.2	0.4%	x
OC(CNCC#Cc1ccccc1)c1ccccc1 (centres undefined)	2.0%	-2.7%	1.4%	-15.1%	-4.0%	1.1%	-1.1	2.0%	x
Cc1noc(C)c1NC(=O)N(C)C[C@H]1Oc2c(NC(=O)c3ccncc3)cccc2C(=O)N([C@H](C)CO)C[C@@H]1C	u	u	-4.5%	-1.4%	18.7%	-1.0%	32.5	11.9%	3.3%
COc1cccc(C2CNC3(CCCC(C)C3)c3[nH]c4ccccc4c32)c1OC (centres undefined)	u	-0.8%	u	95.1%	-17.5%	u	u	18.4µM*	x
O=C(Nc1ccc([N+](=O)[O-])cc1)C1C(c2ccccc2)=C1c1ccccc1	1.0%	0.7%	-22.5%	9.0%	-1.4%	3.6%	9.6	10.0%	8.2%
CC[N+]1(C)[C@@H]2CC[C@H]1CC(OC(=O)[C@H]1CCC(C(=O)OC3C[C@H]4CC[C@@H](C3)[N+]4(C)CC)(c3ccccc3)c3ccccc31)C2 (some centres undefined)	1.3%	-5.2%	u	-67.5%[inhibitor]	0.0%	17.8%	2.8	5.1%	5.3%
CCCCNC(=S)NNC(=O)c1csc(CC)c1	8.3%	4.0%	1.0%	-5.5%	4.5%	2.7%	-20.2	7.7%	16.1%
CC(C)C[C@@H]1NC(=O)[C@H](Cc2ccccc2)N(C)C(=O)[C@H](C)NC(=O)c2ccccc2NC(=O)[C@H](Cc2ccc(O)cc2)N(C)C1=O	13.9%	5.5%	-19.9%	-39.8%[inhibitor]	-10.4%	-11.7%	-4.8	2.5%	u
Cn1c(NC(=O)c2ccc(C(C)(C)C)cc2)cc(=O)n(C)c1=O	15.6%	1.2%	-5.2%	-15.8%	14.1%	15.8%	24.2	-14.0%	16.0%
COC(=O)c1ccccc1NC(=O)CSc1nnc(CNS(=O)(=O)c2ccc(C)cc2)n1C	u	-16.6%	5.6%	-2.9%	3.3%	-0.4%	-10.1	6.5%	-8.6%
CCOc1cc2[nH]c(=S)n(Cc3ccc(C(=O)NCC(OC)OC)cc3)c(=O)c2cc1OCC	20.3%	4.1%	6.2%	-21.4%	4.2%	1.8%	15.1	1.3%	x
CCN1CCc2c(sc(NC(=O)COc3ccccc3)c2C(=O)OC)C1	-0.6%	9.7%	u	1.3%	-7.8%	-14.7%	u	2.4%	u
CC(=O)Nc1ccc(S(=O)(=O)N2CCC(N3CCCCCC3)CC2)cc1	-10.4%	11.2%	-4.8%	-0.2%	-40.7%	-11.9%	u	u	-6.2%
Cc1c(C(=O)N2CCCc3ccccc32)oc2ccccc12	-17.9%	-0.9%	1.8%	-0.9%	-8.9%	-8.5%	3.0	2.2%	48.9%[activator]
COCc1nnc(NC(=O)c2ccc(S(=O)(=O)N(CC(C)C)CC(C)C)cc2)o1	29.8%	9.3%	u	u	u	u	88.6	u	-27.4%
CCC1Oc2ccccc2N(Cc2ccccc2C)C1=O (centres undefined)	-0.1%	-6.5%	3.9%	0.4%	-7.2%	6.1%	-4.7	3.4%	2.2%
CCCOC(=O)c1ccc(NC(=O)c2cc(Cl)ccc2OC)cc1	-2.8%	1.4%	6.4%	0.5%	5.4%	7.2%	6.1	u	2.6%
CC(C)(C)NC(=O)COC(=O)c1ccc(Cl)c(S(N)(=O)=O)c1	5.7%	2.2%	17.8%	-7.2%	-4.8%	12.0%	26.0	-5.5%	-7.5%
COc1ccc(OC)c(NC(=O)CCCC(=O)NC2CCCCC2)c1	u	2.5%	-6.1%	-2.8%	u	-20.9%	-4.4	10.0%	-11.2%
Cc1ccc(C(=O)/C=C/NNC(=O)c2ccccc2O)cc1	-15.2%	-8.0%	-23.9%	u	-12.2%	-25.8%	90.2	21.7%	4.5%
CC(C)C(=O)N1CCN(c2nc(-c3ccc(Cl)cc3)cs2)CC1	-25.6%	3.9%	-1.7%	u	-0.6%	u	-23.6	u	x
